# Source: PubChem BioAssay (several laboratories)
# IL1B cytotox – cytotoxicity in IL-1B stimulated HUVEC, primary screen, cytotoxicity control for IL-1B NFkB translocation project, imaging, Hoechst nuclear count, IL-1B stimulus; hit rate 0.41% among 94,000; HUVEC cell count loss; cell count reduction, % at 2 µM; AID 845, 2007;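 active = cell count reduction more than 3 SD above the screen-wide mean, cut at about 70% in these data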;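 note: normalized per plate to untreated control cells as the no-loss baseline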
# CYP2C19 activ – human CYP2C19 activators, primary screen, biochemical, luminescence | Cytochrome P450 2C19 (Homo sapiens), P33261 | recombinant CYP2C19, luciferin-H EGE luminescence; active compounds read high; 0 = fully inhibited enzyme, 1 = untreated enzyme | activation factor at 5 µM | 96,000 tested, under 10 active;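 active = activation factor of at least 2 at 5 µM in the primary screen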;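 note: 0 = wells with 2.5 mM tranylcypromine and 1 = vehicle-only wells; values of inactives mirror those of a sister screen read the other way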
# Target sequence (P33261 whole entry, looked up): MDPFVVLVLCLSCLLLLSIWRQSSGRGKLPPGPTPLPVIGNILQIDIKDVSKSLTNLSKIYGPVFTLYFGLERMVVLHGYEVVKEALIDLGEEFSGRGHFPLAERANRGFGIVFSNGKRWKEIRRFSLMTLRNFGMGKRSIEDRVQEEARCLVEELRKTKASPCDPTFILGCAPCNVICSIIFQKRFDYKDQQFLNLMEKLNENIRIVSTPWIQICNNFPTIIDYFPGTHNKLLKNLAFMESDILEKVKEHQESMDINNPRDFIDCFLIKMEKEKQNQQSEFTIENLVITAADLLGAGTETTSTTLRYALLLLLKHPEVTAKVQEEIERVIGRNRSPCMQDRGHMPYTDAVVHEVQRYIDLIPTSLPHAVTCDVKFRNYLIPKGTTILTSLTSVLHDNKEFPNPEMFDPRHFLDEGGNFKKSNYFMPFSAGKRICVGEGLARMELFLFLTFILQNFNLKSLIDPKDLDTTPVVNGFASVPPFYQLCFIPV
# Candida biofilm – clotrimazole potentiators killing Candida biofilms, primary screen, with clotrimazole, Alamar Blue; hit rate 0.14% among 85,000; AID 834, 2007; C. albicans biofilm + clotrimazole; inhibition, % at 6 µM;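 active = inhibition above 20%; inactive = inhibition below 20%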;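 note: preformed 24 hr biofilms exposed to compound for 48 hr; 0% = biofilm without compound and 100% = blank killed by clotrimazole plus chlorhexidine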
# CYP2C19 inh – blockers of cytochrome P450 2C19 activity – biochemical, luminescence, ADME assay, primary screen; inhibition, % at 5 µM; CYP2C19 Supersomes, luciferin-H EGE luminescence, 30 min; hit rate 21% among 96,000; P33261; AID 778, 2007;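 active = CYP2C19 inhibition above a set limit at 5 µM in the primary screen, cut at about 50% in these data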;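 note: plate controls were negative control wells for no effect and 2.5 mM tranylcypromine positive control for full effect; values of inactives mirror those of a sister screen read the other way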
# TNFa cytotox – cytotoxicity in TNFa-stimulated HUVEC, primary screen, cytotoxicity control for VCAM1 expression modulator project, imaging, Hoechst nuclei count. HUVEC TNFalpha-stimulated, Hoechst cell count. cell count reduction, % at 2 µM. hit rate 0.17% among 93,000. AID 848, 2007;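 active = cell count reduction exceeding the screen mean by over 5 SD, scaled to untreated wells per plate, cut at about 78% in these data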;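 note: cells counted after 24 h of TNF alpha exposure following the 1 h pretreatment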
# hDAT+cocaine – changed hDAT dopamine uptake under cocaine IC80, either direction, primary screen, cocaine antagonist project, cell-based, LLC-PK1 hDAT, [14C]-dopamine uptake, MLSMR; Sodium-dependent dopamine transporter (Homo sapiens), Q01959; LLC-PK1 hDAT cells, [14C]-dopamine uptake with cocaine IC80; actives deviate in either direction; B-score at 10 µM; hit rate 1.3% among 110,000;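 active = Z score or B-score, a plate-position-corrected score, falls beyond the plate's 99.7% confidence bounds, in either direction; inactive = both scores lie inside the 99.7% bounds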;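 note: scored against the spread of the other compound wells on the same plate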
# Target sequence (Q01959 whole entry, looked up): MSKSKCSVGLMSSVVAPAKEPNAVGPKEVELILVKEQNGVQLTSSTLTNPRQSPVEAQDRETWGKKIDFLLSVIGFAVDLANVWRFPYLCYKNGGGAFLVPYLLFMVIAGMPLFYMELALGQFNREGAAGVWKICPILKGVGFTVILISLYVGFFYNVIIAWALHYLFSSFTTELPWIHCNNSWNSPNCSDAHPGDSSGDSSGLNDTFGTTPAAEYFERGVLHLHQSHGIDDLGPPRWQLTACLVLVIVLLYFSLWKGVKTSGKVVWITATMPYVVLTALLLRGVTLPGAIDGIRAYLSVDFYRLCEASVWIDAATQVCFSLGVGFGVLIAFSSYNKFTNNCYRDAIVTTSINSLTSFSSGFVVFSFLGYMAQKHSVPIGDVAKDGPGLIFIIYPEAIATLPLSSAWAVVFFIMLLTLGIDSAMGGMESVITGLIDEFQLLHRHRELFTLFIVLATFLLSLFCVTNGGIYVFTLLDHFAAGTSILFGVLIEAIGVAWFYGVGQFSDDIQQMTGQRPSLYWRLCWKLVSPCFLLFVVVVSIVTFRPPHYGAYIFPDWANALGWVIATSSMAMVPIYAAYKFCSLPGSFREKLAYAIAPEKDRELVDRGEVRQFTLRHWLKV
# VCAM1 TNFa inh – inhibitors of TNFa-induced VCAM1 expression, primary screen, imaging, HUVEC, TNFa stimulus, immunofluorescence; HUVEC TNFa-induced VCAM-1 immunofluorescence, high-content imaging; hit rate 0.48% among 95,000; inhibition, % at 2 µM;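 active = inhibition above the batch mean plus 3 SD, with images confirmed as a hit by eye, cut at about 37% in these data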;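 note: 0% = TNF-stimulated DMSO wells and 100% = unstimulated control wells; not every result past the cut was called active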
# CYP2C9 act – human CYP2C9 activators, primary screen, biochemical, luminescence; Cytochrome P450 2C9 (Homo sapiens), P11712; recombinant CYP2C9, luciferin-H conversion; active compounds read high; factor 1 = untreated enzyme, 0 = blocked; activation factor at 5 µM; hit rate 1.4% among 96,000;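 active = activation factor of 2 or more for CYP2C9 at a 5 µM dose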;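 note: 0 = sulfaphenazole-blocked wells and 1 = vehicle-only wells; values of inactives mirror those of a sister screen read the other way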
# CYP2C9 inhib – blockers of cytochrome P450 2C9 activity – biochemical, luminescence, ADME assay, primary screen; P11712; hit rate 20% among 96,000; inhibition, % at 5 µM; CYP2C9 Supersomes, luciferin-H conversion; AID 777, 2007;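 active = blocking of liver enzyme CYP2C9 beyond about 50% at 5 µM, limit read from the data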; note: values of inactives mirror those of a sister screen read the other way
# The depositor's hits bear a star; · = not tested or not shown.
SMILES,IL1B cytotox,CYP2C19 activ,Candida biofilm,CYP2C19 inh,TNFa cytotox,hDAT+cocaine,VCAM1 TNFa inh,CYP2C9 act,CYP2C9 inhib
Cc1cc(C)cc(NC(=O)c2ccc(CNc3c(N4CCOCC4)c(=O)c3=O)cc2)c1,-2,1.2,14,-16,-25,2.2,7,1.1,-7
CCOC(=O)Nc1sc(NS(=O)(=O)c2ccc(C)cc2)nc1C,-93,1,8,4,-18,0.52,10,0.4,58*
Cc1ccc2nc(NC(=O)CSc3nc4ccccc4o3)sc2c1,-8,0.5,1,45,-10,0.011,-10,0.4,55*
c1ccc(CCn2nnnc2CN2CCCc3ccccc32)cc1,-19,0,6,96*,-30,1.4,9,0.3,67*
O=C(CN1CCN(c2ccc(F)cc2)CC1)Nc1ccc(-n2cnnn2)cc1,41,·,·,·,6,0.21,3,·,·
Cn1c(NC(=O)C2CCCC2)cc(=O)n(C)c1=O,-53,0.8,·,16,-7,0.026,9,0.9,11
Cc1nn(-c2ccccc2)c(OC(=O)c2cccs2)c1S(=O)(=O)c1ccc([N+](=O)[O-])cc1,-30,0.5,5,47,2,-0.66,6,0,99*
O=C(CSc1nnc(Cc2ccccc2)o1)N1CCc2ccccc21,-38,1.1,4,-7,-24,0.5,22,1.2,-20
Nn1c(SCC(=O)Nc2ccc3c(c2)OCO3)nnc1-c1ccc(Cl)cc1,10,1.1,·,-13,-16,-2.1,1,1,4
COC(=O)c1sc(NC(=O)CSc2nnnn2-c2ccc(C)cc2C)nc1C,-3,0.5,4,48,-17,0.4,-4,1,2
FC(F)(F)c1cnc(Oc2ccc(-c3nnco3)cc2)c(Cl)c1,-35,0.8,9,23,-39,-0.17,-3,0.8,24
CCOC(=O)CSc1nnc(-c2ccco2)n1-c1ccc(C)cc1,-27,1,1,3,-33,0.016,-2,1.6,-60
CCOc1ccccc1NC(=O)Nc1cc(OC)ccc1OC,-18,1,10,1,-28,-0.025,3,1,5
O=c1ccc(NS(=O)(=O)c2ccc(Cl)cc2)cn1Cc1ccc(Cl)c(Cl)c1,19,0,·,97*,24,1.4,-9,0.1,90*
c1ccc(CNc2ccc3ccccc3n2)nc1,·,0.2,1,75*,·,0.0032,·,1.1,-13
Cc1ccc(S(=O)(=O)N(C(=O)c2ccncc2)c2ccc(OC(=O)c3ccncc3)c3ccccc23)c(C)c1,12,0,·,97*,-3,0.28,-1,0,99*
COc1cc2[nH]c(=O)n(CCC(=O)NC3CCCC3)c(=O)c2cc1OC,·,1,-1,0,·,-0.87,·,1,-2
CCOc1cc2[nH]c(=O)n(CCCC(=O)NCc3ccc(OC)cc3)c(=O)c2cc1OCC,-1,0.8,·,16,-10,-0.75,15,0.5,47
CN(C)S(=O)(=O)c1ccc(C(=O)OCc2ccc(C#N)cc2)cc1,-10,0.9,6,14,2,-1.5,6,0.5,50
O=C(N/N=C/c1ccc([N+](=O)[O-])s1)c1cccc(Br)c1,-16,·,-1,·,-16,0.4,0,·,·
Oc1ccccc1-c1cc(C(F)(F)C(F)F)[nH]n1,18,0.7,·,25,-3,-0.87,5,0.8,24
CCN(CC)C(=O)CSc1nc2c(sc(=S)n2-c2ccccc2)c(=O)n1Cc1ccco1,-15,0.5,4,49,-16,0.89,-18,0.3,67*
O=C(CC1CCCCC1)NCCCN1CCOCC1,-2,1.3,7,-26,-10,-0.61,6,1.2,-17
CCOCCCNC(=O)C1CCN(C(=O)N(C)C)CC1,·,1.1,-1,-14,·,0.059,·,1.2,-18
CC(C)(C)c1cc(C(=O)O)nn1-c1ccccc1,-26,1,4,0,-17,-1.5,11,1,4
Cc1ccccc1NC(NC(=O)c1cccs1)C(Cl)(Cl)Cl (stereo unspecified),10,0,·,99*,-13,-0.67,14,0,96*
COC(=O)C1[C@H]2C(=O)N(Cc3cccs3)C[C@]23C=C[C@H]1O3 (stereo partly specified),-12,0.9,6,6,-22,-0.58,8,0.8,20
Cc1ccc(C)c(S(=O)(=O)NCc2ccc(C(=O)N3CCC(Cc4ccccc4)CC3)cc2)c1,-17,0.7,7,33,-4,3.5*,11,1.3,-30
Cc1ccc(C(=O)N2CCc3ccccc32)cc1,-20,·,-1,·,10,0.97,4,·,·
COC(=O)c1[nH]c2ccc(C)cc2c1NC(=O)CCN1CCN(C2CCCCC2)CC1,12,0.9,6,5,2,-0.017,0,1.1,-7
CC(C)Cn1c(N)c(C(=O)COC(=O)c2ccc3c(c2)OCCO3)c(=O)n(C)c1=O,0,0.4,6,60*,-15,0.2,11,0.3,67*
CCOc1ccc(CCNC(=O)C2CCCN(C(=O)N(C)C)C2)cc1OCC (stereo unspecified),-7,·,·,·,14,-0.66,20,·,·
COc1ccc(-n2c3c(c(=O)[nH]c2=O)C(C(F)(F)F)(C(F)(F)F)N=C(CC(C)C)N3)cc1,-2,0.9,·,9,11,-0.16,-11,1,0
O=C(CN1CCC(NC(=O)Nc2ccccc2-c2ccccc2)CC1)NCc1ccco1,·,0.5,13,46,·,0.96,·,0.4,58*
O=C(NNC(=O)c1sc2cccc(Cl)c2c1Cl)NC1CCCCC1,-21,1.1,·,-7,-2,-0.46,4,1.3,-28
N=c1c(C(=O)NCc2ccc3c(c2)OCO3)cc2c(=O)n3ccccc3nc2n1Cc1cccnc1,·,0.5,5,46,·,0.33,·,0.3,67*

# Given with two lines to a compound: part of the list above
# Order of results – IL1B cytotox	CYP2C19 activ	Candida biofilm	CYP2C19 inh	TNFa cytotox	hDAT+cocaine	VCAM1 TNFa inh	CYP2C9 act	CYP2C9 inhib
> O=C(CC1CCCCC1)NCCCN1CCOCC1
    -2	1.3	7	-26	-10	-0.61	6	1.2	-17
> CCOCCCNC(=O)C1CCN(C(=O)N(C)C)CC1
    ·	1.1	-1	-14	·	0.059	·	1.2	-18
> CC(C)(C)c1cc(C(=O)O)nn1-c1ccccc1
    -26	1	4	0	-17	-1.5	11	1	4
> Cc1ccccc1NC(NC(=O)c1cccs1)C(Cl)(Cl)Cl (stereo unspecified)
    10	0	·	99*	-13	-0.67	14	0	96*
> COC(=O)C1[C@H]2C(=O)N(Cc3cccs3)C[C@]23C=C[C@H]1O3 (stereo partly specified)
    -12	0.9	6	6	-22	-0.58	8	0.8	20
> Cc1ccc(C)c(S(=O)(=O)NCc2ccc(C(=O)N3CCC(Cc4ccccc4)CC3)cc2)c1
    -17	0.7	7	33	-4	3.5*	11	1.3	-30
> Cc1ccc(C(=O)N2CCc3ccccc32)cc1
    -20	·	-1	·	10	0.97	4	·	·
> COC(=O)c1[nH]c2ccc(C)cc2c1NC(=O)CCN1CCN(C2CCCCC2)CC1
    12	0.9	6	5	2	-0.017	0	1.1	-7
> CC(C)Cn1c(N)c(C(=O)COC(=O)c2ccc3c(c2)OCCO3)c(=O)n(C)c1=O
    0	0.4	6	60*	-15	0.2	11	0.3	67*
> CCOc1ccc(CCNC(=O)C2CCCN(C(=O)N(C)C)C2)cc1OCC (stereo unspecified)
    -7	·	·	·	14	-0.66	20	·	·
> COc1ccc(-n2c3c(c(=O)[nH]c2=O)C(C(F)(F)F)(C(F)(F)F)N=C(CC(C)C)N3)cc1
    -2	0.9	·	9	11	-0.16	-11	1	0

# (next part)
SMILES,IL1B cytotox,CYP2C19 activ,Candida biofilm,CYP2C19 inh,TNFa cytotox,hDAT+cocaine,VCAM1 TNFa inh,CYP2C9 act,CYP2C9 inhib
Cc1cc(Br)ccc1SCC(=O)OCC(=O)N1CCN(C(=O)c2ccco2)CC1,7,0.3,6,66*,-21,0.12,4,0.4,61*
O=C(NCc1cccc(Cl)c1)c1cnccn1,-35,0.8,7,23,0,-0.089,-10,1,-4
COc1ccc(C2C=C(c3ccc(Br)cc3)Nc3nc(N4C(=O)CCC4=O)nn32)cc1 (stereo unspecified),-26,0.6,11,37,-12,-0.0011,-8,0.7,34
O=C(c1cccs1)N1CCOCC1,-2,1.1,-2,-5,-31,-0.78,6,1,2
COCCn1nnnc1C(c1ccc(C)cc1)N1CCN(Cc2ccc3c(c2)OCO3)CC1 (stereo unspecified),·,0.5,4,48,·,-0.25,·,0.5,51*
Cc1nc(N)[nH]c(=O)c1CCC(=O)OCC(C)C,-14,·,1,·,11,0.081,8,·,·
COC(=O)Cn1c(=O)n(CCc2ccccc2)c(=O)c2c3c(sc21)CCCC3,8,0.8,4,22,-8,0.91,3,0.6,38
CCCn1nc(Oc2nc(NCC)nc(NC(C)C)n2)ccc1=O,-22,0.8,6,20,-10,-0.36,31,0.9,5
CCOC(=O)CC(=O)CSc1nnc(Cn2c(=O)sc3ccccc32)n1C,8,1,2,2,51,-0.64,52,1,0
CCOC(=O)c1cnn2c1[nH]c(=O)c1ccccc12,-27,1,4,-2,-17,-0.038,-18,0.7,32
CC1CCN(CCCNC(=O)c2cn(C)c3ccc(S(=O)(=O)N4CCCC4)cc3c2=O)CC1,·,0.9,7,10,·,-0.12,·,0.9,7
c1ccc2[nH]c(NC3=NCCC3)nc2c1,-42,·,3,·,-17,-0.037,8,·,·
CCN(C(=O)COC(=O)c1ccccc1Nc1cccc(C)c1C)C1CCS(=O)(=O)C1 (stereo unspecified),10,0.8,-1,18,2,-0.36,-2,0.9,14
Cc1cc(C)n(C(=O)CCC(=O)NCc2ccccc2)n1,-31,0.8,3,19,2,-0.024,-2,1.4,-39
Cc1ccc(-n2nc3c(N4CCN(c5ccccc5)CC4)nnc(C)c3c2C)cc1,-19,·,0,·,-4,·,-17,·,·
Cc1ccc(C(=O)CSc2nnc(-c3ccccc3N)n2C)cc1C,-8,·,-7,·,-18,0.52,1,·,·
O=C1CN(C(=O)CSc2nnc(C3CC3)n2-c2ccccc2)c2ccccc2N1,-4,0.9,-2,12,-9,1.4,-2,0.9,11
CCOc1nc(NC(=O)NS(=O)(=O)Oc2ccccc2Cl)nc(-c2ccccc2)n1,28,0.7,8,29,0,-0.41,-9,1,-2
Cc1oc2c(c1C(=O)Nc1cccc3ccccc13)CCCC2,4,0.2,2,85*,-18,0.095,-7,0.2,81*
Cc1ccc(N(C(C)C(=O)O)S(=O)(=O)c2c(C)[nH]c(=O)[nH]c2=O)cc1 (stereo unspecified),3,1.1,-1,-8,-8,-0.075,8,1,1
COCCCNc1ncnc2nc[nH]c12,10,1.1,5,-6,9,0.0012,-8,1,-3
COCC(C)n1c(SCc2nc(N)nc(Nc3ccccc3C)n2)nc2ccccc2c1=O (stereo unspecified),-10,0.3,5,74*,-28,-0.019,3,0,95*
O=C(Nc1ccc(-n2cnnn2)cc1)C1CCCN1C(=O)NC1CCCCC1 (stereo unspecified),-23,0.3,0,66*,-24,-0.9,-14,0.4,59*
Cc1cccc(N2C(=O)CN=C2Nc2nc(C)cc(C)n2)c1,-13,1.3,3,-28,-18,0.59,20,1.3,-27
